Tb PYK inh – qHTS of Trypanosoma Brucei Inhibitors; hit rate 0.12% among 410,000; pyruvate kinase (Trypanosoma brucei), Q57TT1; TbPYK enzyme, Kinase-Glo Plus ATP luminescence, 45 min; Potency, µM (series often up to 76.8 µM), inactives show at the highest dose activity, negative = inhibition, usual class: inhibitors; further: nearly all actives have a fitted effect of over 50% in size
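Screened from lowest to highest concentration, compounds were pinned into TbPYK/substrate mixtures, and ADP (130 uM final) was added. Plates sat at room temperature for 45 min prior to Kinase-Glo Plus detection by luminescence.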
Pf growth 96h – Primary qHTS for delayed death inhibitors of the malarial parasite plastid, 96 hour incubation; hit rate 6.9% among 320,000; P. falciparum luciferase reporter growth, 96 h; AID 504834, 2011; Potency, µM (top dose mostly 28.7 µM), for the others: at the top dose activity change, negative = inhibition, most hits filed as inhibitors
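P. falciparum expressing integrated firefly luciferase, in erythrocytes at 2% hematocrit, 0.05% parasitemia, incubated with compounds 96 h at 37 C, 5% CO2. Growth inhibition read as loss of luminescence; two-generation exposure targets delayed-death apicoplast inhibitors.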
Sm TGR inh – qHTS Assay for the Inhibitors of Schistosoma Mansoni Peroxiredoxins | Schistosoma mansoni thioredoxin glutathione reductase (TGR), Q962Y6 | purified TGR, DTNB reduction, TNB absorbance 405 nm | Potency, µM (titrated, usually from 114 µM), without a hit: top-dose activity change, negative = inhibition, usual class: inhibitors | hit rate 3% among 360,000 | AID 485364, 2010; further: nearly all actives have a fitted effect of over 60% in size
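Kinetic colorimetric format: TGR-catalysed, NADPH-driven DTNB reduction monitored via TNB absorbance. Enzyme dispensed at 20 nM; compound exposure 15 min at room temperature before reaction start.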
Pf growth 48h – Primary qHTS for delayed death inhibitors of the malarial parasite plastid, 48 hour incubation | P. falciparum luciferase growth in erythrocytes, 48 h | hit rate 5.9% among 310,000 | Potency, µM (highest dose often 28.7 µM), inactives show at the top dose activity change, negative = inhibition, most hits filed as inhibitors
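In quantitative HTS format, infected erythrocytes bearing luciferase-reporter parasites were treated for a single generation at 37 C. Luminescence after adding detection reagent served as the growth measure.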
HCV inh – qHTS Assay for Inhibitors of Hepatitis C Virus (HCV); Huh7.5.1 HCVcc-Cre infection, luciferase reporter, 44 h; Potency, µM (series often up to 41.8 µM), without a hit: at the top dose activity change, negative = inhibition, usual class: inhibitors; hit rate 3.4% among 340,000
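A cell-based infection assay in which seeded cells (1,000 per well) receive test compound after 4 h, are inoculated with HCVcc-Cre at approximately 0.5 moi, and are incubated 44 h before luminescence detection.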
LmPK inh – qHTS Assay for Inhibitors of Leishmania Mexicana Pyruvate Kinase (LmPK). Q27686. purified LmPK, Kinase-Glo ATP luminescence, 1 h. Potency, µM (top dose mostly 57.5 µM), for the others: at the highest dose activity change, negative = inhibition, usual class: inhibitors. hit rate 0.37% among 290,000. AID 1721, 2009
Target sequence (Q27686 whole entry, looked up): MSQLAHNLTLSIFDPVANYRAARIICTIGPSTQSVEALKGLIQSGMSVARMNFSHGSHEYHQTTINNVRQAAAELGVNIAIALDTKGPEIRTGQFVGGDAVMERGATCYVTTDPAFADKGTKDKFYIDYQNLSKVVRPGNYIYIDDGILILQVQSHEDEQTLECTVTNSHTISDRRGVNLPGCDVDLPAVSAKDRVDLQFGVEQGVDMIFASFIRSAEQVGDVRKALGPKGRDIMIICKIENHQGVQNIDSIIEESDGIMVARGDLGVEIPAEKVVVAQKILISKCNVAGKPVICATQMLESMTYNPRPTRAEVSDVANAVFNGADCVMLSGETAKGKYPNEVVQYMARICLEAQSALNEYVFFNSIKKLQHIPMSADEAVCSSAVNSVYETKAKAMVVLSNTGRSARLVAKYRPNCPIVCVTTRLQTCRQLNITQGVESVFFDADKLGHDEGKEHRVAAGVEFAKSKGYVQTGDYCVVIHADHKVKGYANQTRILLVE
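qHTS format; LmPK 0.1 nM; substrates PEP 0.5 mM and ADP 0.1 mM. One-hour room-temperature incubation, then coupled luciferase luminescence; 0.5 nM enzyme wells mark activation.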
* marks the source's active call; other numbers are inactive results; i = inactive; ? = inconclusive; / = not tested or not shown; & = joins results of further samples; [ ] = dose if it differs, or a comment. The call rests on the fitted dose curve; in most records, active means well fitted curve in the direction sought with a large enough effect; inconclusive means small, poorly fitted or top-dose-only effect, or another doubt; inactive means no such curve, though single readings can be large; an effect the other way counts as inactive or inconclusive. On the % scale 0 is the no-effect control and ±100 the full control effect; potency means the concentration at half of the fitted maximal effect.

#1 CCCCOP(=O)(OCCCC)C(Nc1ccc(C(=O)OCC)cc1)c1ccncc1 (stereo unspecified)
#2 CC12CN3CC(C)(CN(C1)C3c1ccc(F)cc1)C2 (stereo unspecified)
#3 COc1ccc([N+](=O)[O-])cc1/C=N/NC(=O)CNC(=O)c1cccc(F)c1
#4 COc1ccccc1-c1c(C)nn2c(N)c(-c3ccccc3)cnc12
#5 O=S(=O)(NNc1ncc(C(F)(F)F)cc1Cl)c1ccccc1
#6 COc1ccc(NC(=O)Nc2nnc(N3CCCCC3C)s2)cc1OC (stereo unspecified)
#7 COc1cc(Br)c(CNCCc2ccc3c(c2)OCO3)cc1OC
#8 COc1cc(/C=C/c2ccc3cccc(OC)c3n2)c(O)c([N+](=O)[O-])c1
screen / no.	1	2	3	4	5	6	7	8
Pf growth 96h	-2%	-3%	1.9µM*	26%	72%[activator]	?	68%[activator]	-3%
LmPK inh	1%	0%	2%	3%	/	2%	-1%	-4%
HCV inh	6%	11%	-2%	?	12%	1%[8.37 µM]	-19%	?
Pf growth 48h	?	12%	26%	8%	24%	?	?	?
Sm TGR inh	?	1%	4%	9%	-1%	-3%	-31%	2%
Tb PYK inh	2%	8%	4%	5%	-13%	12%	4%	-3%

#9 CC1CCN(S(=O)(=O)c2ccc(C(=O)OC(C)C(=O)NC3CCCCC3C)cc2)CC1 (stereo unspecified)
#10 OC1(Cc2cc(-c3ccccc3)no2)CCN(CCCc2ccccc2)CC1
#11 S=C(Nc1ccc2c(c1)OCO2)Nc1ccc2c(c1)OCO2
#12 O=C(CSc1nc2ccccc2c(=O)n1CC1CCCO1)Nc1ccccc1Cl (stereo unspecified)
#13 O=C(CCCn1c(=O)c2sccc2n(CC(=O)NCc2ccco2)c1=O)NCc1ccco1
#14 CC(=O)Nc1ccc(S(=O)(=O)c2ccc(N)cc2)cc1N
#15 O=C(Nc1ccc(CN2CCCCC2)cc1)c1sc2ccccc2c1Cl
#16 C=CCNc1sc(C(=O)c2ccccc2)c(N)c1C#N
screen / no.	9	10	11	12	13	14	15	16
Pf growth 96h	9%	3.3µM*	23%	?	?	23%	?	0%
LmPK inh	2%	-2%	-3%	-2%	4%	-1%	7%	-3%
HCV inh	21%	-29%	20%	-7%	10%	13%	11µM*	?
Pf growth 48h	1%	6.6µM*	10%	-24%	-8%	/	62%[activator]	9%
Sm TGR inh	0%	-2%	-17%	3%	0%	9%	-6%	-28%
Tb PYK inh	-7%	-2%	-19%	17%	8%	1%	1%	-19%

#17 COc1ccc(NC(=O)c2cccc(NC(=O)C(C)C)c2)c([N+](=O)[O-])c1
#18 O=C(CSc1nnc(-c2cccnc2)o1)Nc1ccc(Cl)cc1
#19 O=C(Nc1sc2c(c1C(=O)O)CCCC2)C(=O)N1CCOCC1
#20 CCC(C)NC(=O)COC(=O)c1cccnc1Nc1ccccc1F (stereo unspecified)
#21 COCCNC(=O)C(=O)Nc1cc2c3c(c1)C(C)C(=O)N3CCC2 (stereo unspecified)
#22 Cc1cccc(C)c1NC(=O)CN(C)C(=O)CC1Sc2ccccc2NC1=O (stereo unspecified)
#23 O=c1ccnc(Nc2ccc(Cl)cc2)[nH]1
#24 COc1ccc(/C=N/n2c(C)nc3ccccc3c2=O)cc1OC
screen / no.	17	18	19	20	21	22	23	24
Pf growth 96h	?	29%	16%	20%	104%[activator]	-8%	?	31%[activator]
LmPK inh	-1%	3%	1%	-2%	-1%	/	0%	2%
HCV inh	?	-17%	-1%	8%	14%	-1%	14%	21%
Pf growth 48h	70%[activator]	111%[activator]	33%[activator]	22%	34%[activator]	1%	67%[activator]	30%[activator]
Sm TGR inh	-3%	9%	-3%	7%	-5%	-17%	0%	-7%
Tb PYK inh	9%	-21%	0%	-4%	9%	-7%	-3%	2%

#25 Cc1cccc(Nc2nc(N)c([N+](=O)[O-])c(NCCO)n2)c1
#26 COc1ccc(N(CC(=O)NCCSc2ccccn2)S(=O)(=O)c2ccccc2)cc1Cl
#27 CC1(C)CNC(=O)CC(C)(C)N1
#28 CCCCOc1ccc(C(=O)N/N=C/c2ccc(OCCN3CCCCC3)c(OC)c2)cc1
#29 CCCCN1C(=O)C(=O)N(CC(=O)Nc2ccc(C(N)=O)cc2)C1=O
#30 O=C1CC(C(F)(F)F)=NN1
#31 O=C(C1CCN(S(=O)(=O)c2ccccc2)CC1)N1CCC2(CC1)OCCO2
#32 Cn1cccc1/C=N/N1CCN(Cc2ccccc2)CC1
screen / no.	25	26	27	28	29	30	31	32
Pf growth 96h	?	38%[activator]	-19%	12µM*	32%[activator]	?	/	14%
LmPK inh	5%	-10%	1%	1%	/	1%	1%	-2%
HCV inh	-2%	?	3%	?	1%	19%	17%	-9%
Pf growth 48h	?	-38%	8%	12µM*	13%	140%[activator]	0%	-10%
Sm TGR inh	16%	-8%	?	-15%	-1%	13%	0%	-29%
Tb PYK inh	-3%	-6%	-8%	-19%	-2%	6%	-3%	?

2 of the compounds above, with tabs:
No.	SMILES	Pf growth 96h	LmPK inh	HCV inh	Pf growth 48h	Sm TGR inh	Tb PYK inh
31	O=C(C1CCN(S(=O)(=O)c2ccccc2)CC1)N1CCC2(CC1)OCCO2	/	1%	17%	0%	0%	-3%
32	Cn1cccc1/C=N/N1CCN(Cc2ccccc2)CC1	14%	-2%	-9%	-10%	-29%	?

(cont.)
#33 CC(C)(C)c1ccc(NC(=O)CSc2n[nH]c(=O)n2-c2cccnc2)cc1
#34 COc1ccccc1CC(=O)NCCc1c[nH]c2ccccc12
#35 COc1ccc(/C(O)=C2/C(=O)C(=O)N(CC3CCCO3)C2c2ccc(OC)c(OC)c2)cc1 (stereo unspecified)
#36 CCCN(CCC)C(=O)C1c2ccccc2Oc2ccccc21
#37 CCc1ccc(NC(=O)C2CCCN2S(=O)(=O)c2ccc3c(c2)n(C)c(=O)c(=O)n3C)cc1 (stereo unspecified)
#38 O=C(Cc1c(Cl)cccc1Cl)Nc1ccc(S(=O)(=O)Nc2ncccn2)cc1
#39 Cc1cccc(OCCn2c(S(=O)(=O)O)nc3ccccc32)c1
#40 COc1ccc(C(=O)Nc2ncc(C)s2)cc1S(=O)(=O)N1CCOCC1
screen / no.	33	34	35	36	37	38	39	40
Pf growth 96h	2%	?	-30%	-4%	-2%	3%	-2%	-22%
LmPK inh	-1%	-6%	0%	4%	4%	-3%	2%	/
HCV inh	-1%	-6%	12%	-11%	18%	?	8%	1%
Pf growth 48h	-4%	-28%	-11%	-1%	-1%	8%	2%	-17%
Sm TGR inh	4%	8%	17%	7%	-18%&-2%	-12%	4%	-28%
Tb PYK inh	0%	3%	-1%	-4%	2%&-11%	1%	0%	-2%

Some of these compounds in order of heavy-atom count, smallest number first:
#40 COc1ccc(C(=O)Nc2ncc(C)s2)cc1S(=O)(=O)N1CCOCC1
#33 CC(C)(C)c1ccc(NC(=O)CSc2n[nH]c(=O)n2-c2cccnc2)cc1
#38 O=C(Cc1c(Cl)cccc1Cl)Nc1ccc(S(=O)(=O)Nc2ncccn2)cc1
screen / no.	40	33	38
Pf growth 96h	-22%	2%	3%
LmPK inh	/	-1%	-3%
HCV inh	1%	-1%	?
Pf growth 48h	-17%	-4%	8%
Sm TGR inh	-28%	4%	-12%
Tb PYK inh	-2%	0%	1%

2 compounds picked at random from those above:
#33 CC(C)(C)c1ccc(NC(=O)CSc2n[nH]c(=O)n2-c2cccnc2)cc1
#37 CCc1ccc(NC(=O)C2CCCN2S(=O)(=O)c2ccc3c(c2)n(C)c(=O)c(=O)n3C)cc1 (stereo unspecified)
screen / no.	33	37
Pf growth 96h	2%	-2%
LmPK inh	-1%	4%
HCV inh	-1%	18%
Pf growth 48h	-4%	-1%
Sm TGR inh	4%	-18%&-2%
Tb PYK inh	0%	2%&-11%

Next compounds follow:
#41 CC(C)c1ccc(COc2ccc(C(=O)N3CCOCC3)cc2)cc1
#42 O=C(O)CSc1nnnn1-c1ccc2c(c1)OCCO2
#43 Cc1cccc(Cc2ccc(Cl)nn2)c1
#44 CCSc1nc2c(c(=O)[nH]c(=O)n2C)n1C/C=C(/C)Cl
#45 Cc1ccc(OCc2cc(C(=O)N(C)Cc3nccn3C)no2)cc1C
#46 COCCn1c(SCC(=O)Nc2ccc(F)cc2)nc2c(oc3ccccc32)c1=O
#47 Cc1ccccc1-n1c(=O)cc(N2CCN(C(=O)c3ccco3)CC2)[nH]c1=O
#48 Cc1ccccc1NS(=O)(=O)c1nnc(NC(=O)c2ccc(Cl)cc2)s1
screen / no.	41	42	43	44	45	46	47	48
Pf growth 96h	-5%	11%	15%	-1%	?	17%	2%	-20%
LmPK inh	1%	1%	2%	5%	0%	4%	4%	-2%
HCV inh	?	1%	9%	9%	-3%	-20%	4%	7%
Pf growth 48h	-16%	/	16%	-3%	0%	8%	13%	27%
Sm TGR inh	/	-13%	2%	12%	-7%	-3%	14%	5%&-1%
Tb PYK inh	4%	0%	-7%	-10%	-12%	-4%	-15%	2%&-5%

#49 O=C(CCCCn1c(=S)[nH]c2ccsc2c1=O)NCc1ccco1
#50 Cc1cccc(C2N(c3nccs3)C(=O)C3CCCN32)c1 (stereo unspecified)
#51 CCCCCC1(C)NC(=S)N(c2ccccc2)N1 (stereo unspecified)
#52 CNC(=O)CN1C(=O)NC(Cc2c[nH]c3ccccc23)C1=O (stereo unspecified)
#53 CCOc1c(CNCCNC(=O)c2nonc2N)cccc1OC
#54 COc1ccc(CNC(=O)c2c(O)c3cccc4c3n(c2=O)CCC4)cc1OC
#55 Cc1ccc(NC(=O)CCn2c(=O)oc3ccccc32)c(C)c1
#56 CCNC(=O)CC1C(=O)N(c2ccc(C)cc2)C(=O)N1Cc1ccccn1 (stereo unspecified)
screen / no.	49	50	51	52	53	54	55	56
Pf growth 96h	-19%	36%[activator]	-43%[5.75 µM]	41%[activator]	?	0%	-4%	?
LmPK inh	-23%	-4%	18%	5%	1%	3%	3%	-5%
HCV inh	-8%	23%	?	-19%	6%	4%	-11%	9%
Pf growth 48h	?	0%	34%[activator]	8%	24%	13%	37%[activator]	-4%
Sm TGR inh	-35%	0%	-12%	10%	-29%	-1%	9%	-3%
Tb PYK inh	?	-1%	-7%	0%	1%	-9%	3%	-6%

#57 O=C(O)Cn1c(SCc2ccccc2)nc2ccccc21
#58 Nc1nn(-c2cccc(F)n2)cc1-c1ccc(Cl)cc1
#59 COc1ccc(NC(=O)Nc2ccccc2C)c(OC)c1
#60 CC1(C)Cc2ccccc2C(=NCC(=O)O)N1
#61 COc1ccccc1N1CCN(CCC(=O)Nc2ccc3c(c2)OCO3)CC1
#62 CC(C)c1ccccc1NC(=O)CNCCc1ccc(C(F)(F)F)cc1
#63 FC(F)(F)C(Oc1nc(NC2CCCCC2)nc(N2CCOCC2)n1)C(F)(F)F
#64 Cc1cc(C)c(NC(=O)CNC(=O)CN(C)Cc2ccc(Br)s2)c(C)c1
#65 COc1cc(CNc2ccc(CNc3ncn[nH]3)cc2)cc(Cl)c1OCc1ccccc1
#66 CCc1ccc(S(=O)(=O)N/N=C\c2cn(CC(N)=O)c3ccccc23)cc1
screen / no.	57	58	59	60	61	62	63	64	65	66
Pf growth 96h	/	i	-63%	23%	/	?	?	?	?	?
LmPK inh	-3%	-8%	1%	-11%	0%	-1%	6%	/	2%	0%
HCV inh	-7%	-16%	-25%	16%	-4%	-9%	?	?	?	10%
Pf growth 48h	-11%	/	16%	2%	/	?	12µM*	?	?	21%
Sm TGR inh	-1%	-1%	5%	6%[57.1 µM]	7%	-24%	21%	-16%	-6%	-23%
Tb PYK inh	-12%	6%	-5%	1%	-15%	-5%	3%	2%	-12%	-12%
